# From PubChem
# PPC-1+TRAIL kill = compounds killing PPC-1 cancer cells with TRAIL present, primary screen, TRAIL potentiator project, ATPLite luminescence, uHTS; PPC-1 cells + TRAIL, ATPLite viability luminescence; cell killing (% activity), % at 4 µM; AID 1443, 2008; 0.41% of 220,000 active;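 active means cell killing above 50% in the first pass at 4 µM, then a duplicate retest at 5 µM averaging 50% or more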;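 further: plate controls were cells with TRAIL plus DMSO for no effect and medium-only wells lacking cells for full effect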
# CHOP inhibitor = inhibitors of CHOP promoter induction, primary screen, cell-based, unfolded protein response, luciferase reporter | CHO-K1 CHOP-promoter luciferase, tunicamycin-induced, 15-18 h | inhibition, % at 10 µM | 3.8% of 220,000 active;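 active means compounds that reduced the stress-induced luciferase reporter signal by more than about 70% of percent inhibition, limit read from the data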;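 further: 0% = tunicamycin plus vehicle and 100% = wells without tunicamycin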
# Numbers without * were called inactive; nt = not tested or not shown; & = joins results of further samples. This is a subset (hit frequency here may not be typical).
SMILES,PPC-1+TRAIL kill,CHOP inhibitor
CN[C@H](CC(C)C)C(=O)N[C@H]1C(=O)N[C@@H](CC(N)=O)C(=O)N[C@H]2C(=O)N[C@H]3C(=O)N[C@H](C(=O)N[C@H](C(=O)O)c4cc(O)cc(O)c4-c4cc3ccc4O)[C@H](O)c3ccc(c(Cl)c3)Oc3cc2cc(c3O[C@@H]2O[C@H](CO)[C@@H](O)[C@H](O)[C@H]2O[C@H]2C[C@](C)(N)[C@H](O)[C@H](C)O2)Oc2ccc(cc2Cl)[C@H]1O,nt,2
CCNC(=O)N1CCN(CCCC(c2ccc(F)cc2)c2ccc(F)cc2)CC1,nt,3
Cc1cccc(C(=O)NCN2CCN(c3ccccc3C#N)CC2)c1,nt,-7
Nc1ncnc2c1ncn2C1CCCO1 (stereo unspecified),nt,-1
Oc1cc2c(cc1O)C(c1ccccc1)CNCC2 (stereo unspecified),nt,27
NC(=O)C(=O)O,nt,2
C=CCn1c(=O)c2c(nc(-c3ccc(S(=O)(=O)O)cc3)n2C)n(C)c1=O,nt,-12
O=C1N=C(O)CN1/N=C/c1ccc(-c2ccc([N+](=O)[O-])cc2)o1,nt,-5
C[N+]1(CCCCC[N+]2(C)CCCC2)CCCC1,nt,-48
OC[C@H]1O[C@@H](n2cnc3c(NC4CCCCC4)ncnc32)[C@H](O)[C@@H]1O,nt,-25
N[C@H](C(=O)O)[C@H](O)C(=O)O,nt,-1
Nc1ccc2c3c(cccc13)C(=O)NC2=O,nt,12
CC(=O)O[C@H]1CC2(C)[C@@H](C[C@@H](O)[C@H]3[C@@]4(C)CC[C@@H](O)[C@@H](C)[C@@H]4CC[C@@]32C)C1=C(CCC=C(C)C)C(=O)O (stereo partly specified),nt,0
CCCCCCCCCC(=O)NC(CN1CCOCC1)[C@H](O)c1ccccc1 (stereo partly specified),nt,-6
CC1=C(/C=C/C(C)=C/C=C/C(C)=C\C(=O)O)C(C)(C)CCC1,nt,-14

# Rewritten tab-delimited: two of the compounds above.
Structure	PPC-1+TRAIL kill	CHOP inhibitor
CCCCCCCCCC(=O)NC(CN1CCOCC1)[C@H](O)c1ccccc1 (stereo partly specified)	nt	-6
OC[C@H]1O[C@@H](n2cnc3c(NC4CCCCC4)ncnc32)[C@H](O)[C@@H]1O	nt	-25

# Continuation.
SMILES,PPC-1+TRAIL kill,CHOP inhibitor
O=C(O)C1=CCNCC1,nt,-23
C#CC(N)CCC(=O)O (stereo unspecified),nt,-11
CC(C)C[C@H](NC(=O)[C@H](O)[C@H](N)Cc1ccccc1)C(=O)O,nt,-4
Cc1cc(N)c2ccccc2[n+]1CCCCCCCCCCCCCC[n+]1c(C)cc(N)c2ccccc21,nt,-4
CC/C(=C(\c1ccccc1)c1ccc(OCCN(C)C)cc1)c1ccccc1,nt,-2
NCC(O)C1CCCCCCC1 (stereo unspecified),nt,3
CCCCCCCCCCCCCCCCOCC(COCC(F)(F)F)OP(=O)(O)OCO (stereo unspecified),nt,-5
CC(=O)C(C)=O,nt,-3
C[C@@H]1C(=O)NC2=Nc3cccc(Cl)c3CN21,nt,-17
NC1C=CC=C(C(=O)O)C1 (stereo unspecified),nt,-1
NC(N)=NC(N)=Nc1ccccc1,nt,1
C[N+](C)(C)CCO,nt,-14
O=c1c2ccccc2nc2n1CCc1c-2[nH]c2ccccc12,nt,-13
NC(=O)C1=CN(C2OC(COP(=O)(O)OP(=O)(O)OC[C@H]3O[C@@H](n4cnc5c(N)ncnc54)C(OP(=O)(O)O)[C@H]3O)C(O)C2O)C=CC1 (stereo partly specified),nt,-6
O=C(O)c1ccccc1Nc1ccccc1,nt,-9
CC(C)(C)NCC(O)c1ccc(O)c(CO)c1 (stereo unspecified),nt,-7&-13
CC1CCN(CC[C@H]2CCCN2S(=O)(=O)c2cccc(O)c2)CC1,nt,-9
Cc1ccc2c(c1)C1(C(=O)N2)N2CCCC2C(C(=O)c2ccc3ccccc3c2)C12C(=O)Nc1ccccc12 (stereo unspecified),nt,6
CNCC[C@H](Oc1ccc(C(F)(F)F)cc1)c1ccccc1,nt,27
O=C(O)c1cc(=O)c2ccc(Cl)cc2[nH]1,nt,15
C[C@H]1O[C@@H](n2cc(F)c(=O)[nH]c2=O)[C@H](O)[C@@H]1O,nt,-12
CC(C)NC[C@@H](O)COc1ccc(CC(N)=O)cc1,nt,-16
COc1ccc(CCNC[C@@H](O)c2ccc(O)cc2)cc1OC,nt,-14
[N-]=[N+]=Nc1ccc(C(=O)CSC[C@H](NC(=O)CC[C@H](N)C(=O)O)C(=O)NCC(=O)O)cc1,nt,17
O=C(O)C1=CCCNC1,nt,-1
CC(C)(Sc1ccc(CCN(CCCCC2CCCCC2)C(=O)NC2CCCCC2)cc1)C(=O)O,nt,-4
CC(C)C(=O)c1c(C(C)C)nn2ccccc12,nt,7
COc1ccccc1N1CCN(CCN(C(=O)c2ccc(I)cc2)c2ccccn2)CC1,nt,12
COc1cc2c(CCNC(C)=O)c[nH]c2cc1Cl,nt,-10
C/C(=C\c1ccc(C(=O)O)cc1)c1ccc2c(c1)C(C)(C)CCC2(C)C,nt,0
Fc1ccc(C(OCCCc2cnc[nH]2)c2ccc(F)cc2)cc1,nt,5
CCCN(CCc1ccccc1)C1CCc2c(O)cccc2C1 (stereo unspecified),nt,-19
CNC(=O)c1cc2c(cn1)[nH]c1ccccc12,nt,-10
CN1CCN(C2Cc3ccccc3Sc3ccc(Cl)cc32)CC1 (stereo unspecified),nt,-17
CCOC(=O)C(C)(C)Oc1ccc(Cl)cc1,nt,-18
CC1CN(S(=O)(=O)c2cccc3cnccc23)CCN1 (stereo unspecified),nt,4
Cn1c(=O)[nH]c2ncn(C)c2c1=O,nt,-11
N=C(N)c1ccc(N)cc1,nt,-25
C=CC1(C)CC(=O)C2(O)C(C)(O1)C(OC(C)=O)C(O)C1C(C)(C)CCC(O)C12C (stereo unspecified),nt,-10
NC(=NCc1ccc(Cl)c(Cl)c1)NC(=O)c1nc(Cl)c(N)nc1N,nt,-18
COc1ccccc1N1CCN(CCCCNS(=O)(=O)c2cccc3c(N(C)C)cccc23)CC1,nt,-5
O=c1c(O)c(-c2ccc(O)c(O)c2)oc2cc(O)cc(O)c12,nt,-10
O=C1C(SCCO)=C(SCCO)C(=O)c2ccccc21,nt,-5
CN(C)CCCCSC(=N)N,nt,-27
c1cc(CN2CCCCC2)cc(OCCCNc2nc3ccccc3s2)c1,nt,-14
CCCCCC(O)CCCC(=O)O (stereo unspecified),nt,-9
Nc1ccc(CCNc2ncnc3c2ncn3C2OC(CO)C(O)C2O)cc1 (stereo unspecified),nt,-21
NCCCCN,nt,-19
NC1(C(=O)O)CCc2cc(C(=O)O)ccc21 (stereo unspecified),nt,-7
O=C1Cc2c([nH]c3ccc(Br)cc23)-c2ccccc2N1,nt,-22
Nc1nc(OCc2ccccc2)c2[nH]cnc2n1,nt,-14
COc1ccc2c(c1)c(CC(=O)O)c(C)n2C(=O)c1ccccc1,nt,-9
CC(C)(C)NCC(O)COc1nsnc1N1CCOCC1 (stereo unspecified),nt,-6
Cc1ccc(C(=O)O[C@H](C(=O)O)[C@H](OC(=O)c2ccc(C)cc2)C(=O)O)cc1 (tested in a mixture with another compound),nt,5
Cn1cc(C2=C(c3ccc(Cl)cc3Cl)C(=O)NC2=O)c2ccccc21,nt,86*
O=C(O)CCC(C(=O)O)N1C(=O)c2ccccc2C1=O (stereo unspecified),nt,-4
COC(=O)c1c(-c2cc(OC)c(OC)c(OC)c2)c2ccc(OCc3ccccn3)cc2c(=O)n1-c1ccc(N)cc1,nt,-10
N#CC(Cc1ccc(O)c(O)c1)C(=O)N1CCc2ccccc21 (stereo unspecified),nt,-7
NCCNC(=O)c1ccc(Cl)cc1,nt,2
Cc1ccccc1N1CCN(S(=O)(=O)C[C@]23CCC(CC2NC(=O)[C@@H](N)CCS(C)(=O)=O)C3(C)C)CC1 (stereo partly specified),nt,-1

# Going on with the list:
SMILES,PPC-1+TRAIL kill,CHOP inhibitor
CC(C(=O)O)c1ccc(CC2CCCC2=O)cc1 (stereo unspecified),nt,0
CCc1c(C)[nH]c2c1C(=O)C(CN1CCOCC1)CC2 (stereo unspecified),nt,46
Oc1cc(O)cc(/C=C/c2ccc(O)c(O)c2)c1,nt,1
O=C(O)CCC/C=C\C[C@@H]1[C@@H](/C=C/[C@H](O)C2Cc3ccccc3C2)[C@@H](F)C[C@@H]1O,nt,-21
CCCCCCN(CCCCCC)C(=O)Cc1c(-c2ccc(F)cc2)[nH]c2ccccc12,nt,-7
NC[C@H](O)c1ccc(O)c(O)c1,nt,2
COC(=O)[C@@H](N)Cc1ccc(O)c(O)c1,nt,-19
O=C1c2c(O)cc(O)cc2OC(c2ccc(O)c(O)c2)C1O (stereo unspecified),nt,-10
CCOC(=O)c1cnc2c(cnn2CC)c1NN=C(C)C,nt,3
N=C(N)c1ccc(OCCCCCOc2ccc(C(=N)N)cc2)cc1 (tested in a mixture with another compound),nt,33
CN1CCN(c2nc3cc(C(F)(F)F)ccc3n3cccc23)CC1,nt,-30
COc1ccccc1N1CCN(CCCCNC(=O)c2ccc3ccccc3c2)CC1,nt,2
O=c1cc(N2CCOCC2)oc2c(-c3ccccc3)cccc12,nt,-4
CC(CCc1ccc(O)cc1)NCCc1ccc(O)c(O)c1 (stereo unspecified),nt,12
C[C@H](Cc1ccccc1)Nc1ncnc2c1ncn2[C@@H]1O[C@H](CO)[C@H](O)C1O (stereo partly specified),nt,23
Nc1ncnc2c1ncn2C1CCCC1,nt,33
CCCCCCCC/C=C\CCCCCCCC(=O)NCCc1ccc(O)c(O)c1,nt,-11
Cc1[nH]nc2c1C(CCc1ccccc1)C(C#N)=C(N)O2 (stereo unspecified),3,33
O=C(Nc1nccs1)c1cc(S(=O)(=O)N2CCOCC2)ccc1Cl,60*,-2
O=C(O)c1cccc(COc2ccccc2Cl)c1,25,104*
O=C(COC(=O)CCc1nc2ccccc2s1)Nc1ccc(S(=O)(=O)N2CCOCC2)cc1,16,24
Cc1ccc(-n2nnnc2SCC(=O)c2cc(C)n(CC3CCCO3)c2C)cc1 (stereo unspecified),-13,0
CC(Sc1cccc(C(F)(F)F)c1)C(=O)NC(N)=O (stereo unspecified),5,20
COc1ccc(OC)c(NC(=O)C(CCS(C)(=O)=O)NC(C)=O)c1 (stereo unspecified),11,-6
CSc1ccccc1NC(=O)C1CCCO1 (stereo unspecified),4,23
CCc1nnc(NC(=O)CCC(=O)N2CCN(CCc3ccccc3)CC2)s1,8,-9
Cc1cccc(NC(=O)CN2C(=O)COc3ccc(Cl)cc32)c1,8,14
COC(=O)CSc1nc2c(c(=O)n(C)c(=O)n2C)n1CCC(C)C,12,-6

# A second format for some results above.
Molecule | PPC-1+TRAIL kill | CHOP inhibitor
Oc1cc(O)cc(/C=C/c2ccc(O)c(O)c2)c1 | nt | 1
O=C(O)CCC/C=C\C[C@@H]1[C@@H](/C=C/[C@H](O)C2Cc3ccccc3C2)[C@@H](F)C[C@@H]1O | nt | -21
CCCCCCN(CCCCCC)C(=O)Cc1c(-c2ccc(F)cc2)[nH]c2ccccc12 | nt | -7
NC[C@H](O)c1ccc(O)c(O)c1 | nt | 2
COC(=O)[C@@H](N)Cc1ccc(O)c(O)c1 | nt | -19
O=C1c2c(O)cc(O)cc2OC(c2ccc(O)c(O)c2)C1O (stereo unspecified) | nt | -10
CCOC(=O)c1cnc2c(cnn2CC)c1NN=C(C)C | nt | 3
N=C(N)c1ccc(OCCCCCOc2ccc(C(=N)N)cc2)cc1 (tested in a mixture with another compound) | nt | 33
CN1CCN(c2nc3cc(C(F)(F)F)ccc3n3cccc23)CC1 | nt | -30
COc1ccccc1N1CCN(CCCCNC(=O)c2ccc3ccccc3c2)CC1 | nt | 2
O=c1cc(N2CCOCC2)oc2c(-c3ccccc3)cccc12 | nt | -4
CC(CCc1ccc(O)cc1)NCCc1ccc(O)c(O)c1 (stereo unspecified) | nt | 12
C[C@H](Cc1ccccc1)Nc1ncnc2c1ncn2[C@@H]1O[C@H](CO)[C@H](O)C1O (stereo partly specified) | nt | 23
Nc1ncnc2c1ncn2C1CCCC1 | nt | 33
CCCCCCCC/C=C\CCCCCCCC(=O)NCCc1ccc(O)c(O)c1 | nt | -11
Cc1[nH]nc2c1C(CCc1ccccc1)C(C#N)=C(N)O2 (stereo unspecified) | 3 | 33
O=C(Nc1nccs1)c1cc(S(=O)(=O)N2CCOCC2)ccc1Cl | 60* | -2
O=C(O)c1cccc(COc2ccccc2Cl)c1 | 25 | 104*
O=C(COC(=O)CCc1nc2ccccc2s1)Nc1ccc(S(=O)(=O)N2CCOCC2)cc1 | 16 | 24
Cc1ccc(-n2nnnc2SCC(=O)c2cc(C)n(CC3CCCO3)c2C)cc1 (stereo unspecified) | -13 | 0
CC(Sc1cccc(C(F)(F)F)c1)C(=O)NC(N)=O (stereo unspecified) | 5 | 20
COc1ccc(OC)c(NC(=O)C(CCS(C)(=O)=O)NC(C)=O)c1 (stereo unspecified) | 11 | -6
CSc1ccccc1NC(=O)C1CCCO1 (stereo unspecified) | 4 | 23
